Mcl-1 Bim block = human Bim-Mcl-1 interaction inhibition; Q07820; Bead-based flow cytometry, Bim peptide-Mcl-1 binding; inhibition, % at 10 µM; 0.1% of 190,000 active; AID 1009; in the data active = inhibition above about 40%;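 also: 0% = no compound tracer wells and 100% = peptide blocker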
Target sequence (Q07820 whole entry, looked up): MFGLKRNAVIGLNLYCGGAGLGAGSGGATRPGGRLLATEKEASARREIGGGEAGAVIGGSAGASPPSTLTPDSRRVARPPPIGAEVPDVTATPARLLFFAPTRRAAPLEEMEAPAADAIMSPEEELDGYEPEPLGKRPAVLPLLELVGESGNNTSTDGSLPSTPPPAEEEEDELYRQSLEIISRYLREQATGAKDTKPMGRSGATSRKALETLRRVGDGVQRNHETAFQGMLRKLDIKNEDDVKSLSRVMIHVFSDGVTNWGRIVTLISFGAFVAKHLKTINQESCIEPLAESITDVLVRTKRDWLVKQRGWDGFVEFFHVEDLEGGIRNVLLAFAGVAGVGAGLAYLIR
HRas wt GTP bind = changes GTP binding to wildtype human HRas | P01112 | GTP binding activity, % at 10 µM | 0.14% of 190,000 active | GST-Ras wt beads, Bodipy-FL-GTP binding, flow cytometry; actives lie on both sides;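 active = GTP binding activity at least 20% away from the 100% baseline, either lowered as inhibitor or raised as activator; inconclusive = flagged as likely green fluorescent, judged across all proteins in the well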;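 also: 0% = unlabeled GTP competition control and 100% = no-compound control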
Target sequence (P01112 whole entry, looked up): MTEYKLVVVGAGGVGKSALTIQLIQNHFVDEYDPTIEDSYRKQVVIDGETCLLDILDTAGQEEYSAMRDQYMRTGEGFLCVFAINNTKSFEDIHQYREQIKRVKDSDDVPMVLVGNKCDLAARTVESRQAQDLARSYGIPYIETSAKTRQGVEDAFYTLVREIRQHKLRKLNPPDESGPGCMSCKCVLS
Cdc42 wt GTP = changes GTP binding to wildtype human Cdc42; P60953; GST-Cdc42 beads, Bodipy-GTP binding, flow cytometry; actives lie on both sides; percent activity (GTP binding), % at 10 µM; 0.2% of 190,000 active; AID 761;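 active = percent activity GTP binding at least 20 points away from the 100% baseline, either down as inhibitor or up as activator; inconclusive = compound flagged as likely green fluorescent from well-wide comparison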;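 also: median bead fluorescence of bound Bodipy-FL-GTP at 100 nM; 0% = excess unlabeled GTP control and 100% = no compound control; below 100% means less GTP binding so inhibitor and above means activator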
Target sequence (P60953 whole entry, looked up): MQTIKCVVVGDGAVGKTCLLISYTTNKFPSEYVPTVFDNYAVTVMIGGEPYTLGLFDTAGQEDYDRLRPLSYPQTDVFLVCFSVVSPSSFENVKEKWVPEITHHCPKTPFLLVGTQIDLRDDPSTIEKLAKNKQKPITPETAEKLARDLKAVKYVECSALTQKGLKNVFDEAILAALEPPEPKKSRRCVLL
Pf gametocyte = P. falciparum stage V gametocyte viability inhibition; 0.065% of 150,000 active; inhibition, % at 10.9 µM; AID 743093; P. falciparum stage V gametocytes, ATP luminescence, 24 h;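 active = inhibition above the mean plus 3 SD of compounds within the control limits, set per campaign, cut at about 38% in these data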;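 also: 0% = DMSO wells and 100% = medium only without gametocytes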
Rac1 wt GTP bind = alters GTP binding to wildtype human Rac1; P63000; GST-Rac1 beads, fluorescent GTP binding, flow cytometry; actives lie on both sides; 0 = cold GTP competed, 100 = untreated; GTP binding activity (% of control), % at 10 µM; 0.27% of 190,000 active; AID 757;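 active = GTP binding activity at least 20 points away from the 100% control level, either lower or higher; inconclusive = compound flagged as likely green fluorescent, judged across all proteins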
Rac1 mut GTP = human Rac1 activated mutant GTP binding change; percent activity (GTP binding), % at 10 µM; AID 764; 0.11% of 190,000 active; GST-Rac1 activated beads, fluorescent GTP binding, flow cytometry; actives lie on both sides; 100% means binding = to untreated wells;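 active = GTP binding at least 20 percentage points away from the 100% baseline, in either direction, so actives lie on both sides; inconclusive = Compound likely fluorescent itself, or too few beads counted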
Mcl1 Bid PPI = Mcl-1/Bid interaction inhibition; Q07820; TR-FRET Mcl-1/Bid-Dy647 peptide binding, 1536-well; inhibition, % at 21.7 µM; 0.97% of 220,000 active; AID 1021;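 active = compounds that cut the binding signal by more than half at the single screening dose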;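 also: His-tagged Mcl-1 with europium anti-His antibody binding Bid BH3 peptide; 0% = Mcl-1 plus peptide wells and 100% = peptide-only wells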
Mcl1-Noxa inh = disrupts binding of human Mcl-1 to Noxa peptide | 1.5% of 220,000 active | inhibition, % at 21.7 µM | TR-FRET Mcl-1/Noxa peptide binding, 2 h | Q07820;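 active = compounds that cut the protein-peptide binding signal by more than 50% relative to plate controls in a single-dose test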;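 also: His-tagged Mcl-1 with rhodamine Noxa BH3 peptide and terbium anti-His antibody; 0% = Mcl-1 plus Noxa peptide wells and 100% = peptide-only wells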
Rab7 wt GTP bind = alters GTP binding to wildtype dog Rab7; GTP binding activity (percent of control), % at 10 µM; 0.055% of 190,000 active; GST-Rab7 beads, fluorescent GTP binding, flow cytometry; actives lie on both sides; untreated = 100%, excess cold GTP = 0%;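 active = fluorescent GTP binding to Rab7 beads changed by at least 20 points from the 100% baseline, either direction, mostly lower; inconclusive = compound itself probably fluorescent, or too few beads counted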;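 also: median green fluorescence of bound Bodipy-FL-GTP per Rab7 bead population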
RGS8-Gao = modulates binding of RGS8 to human Galphao | P09471 | multiplexed bead flow cytometry; actives lie on both sides | response (percent of control binding), % at 10 µM | 0.34% of 220,000 active | AID 1423; in the data active = response below about 60% or above about 140%; inactive = in between;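 also: Galphao activated as the GDP aluminium fluoride complex binding bead-coupled RGS8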
Target sequence (P09471 whole entry, looked up): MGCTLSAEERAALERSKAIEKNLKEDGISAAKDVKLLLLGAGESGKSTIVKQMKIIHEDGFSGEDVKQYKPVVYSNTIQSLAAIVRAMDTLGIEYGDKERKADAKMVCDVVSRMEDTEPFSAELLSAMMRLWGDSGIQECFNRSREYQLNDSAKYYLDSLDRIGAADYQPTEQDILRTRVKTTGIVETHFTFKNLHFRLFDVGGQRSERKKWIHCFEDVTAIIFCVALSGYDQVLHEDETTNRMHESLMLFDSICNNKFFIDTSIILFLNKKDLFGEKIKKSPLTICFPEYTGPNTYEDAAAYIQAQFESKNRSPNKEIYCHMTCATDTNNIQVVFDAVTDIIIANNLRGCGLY
Rab2 wt GTP = changes GTP binding to wildtype dog Rab2A, up or down; GST-Rab2 wt beads, Bodipy-GTP binding, flow cytometry; GTP binding activity, % at 10 µM; 0.19% of 190,000 active; AID 760;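 active = GTP binding activity at least 20 points away from 100%, either lowered or raised; inconclusive = signal likely due to the compound's own green fluorescence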;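 also: 0% = beads with excess unlabeled GTP and 100% = no-compound control corrected for plate trend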
Active calls of the source: *; ? = inconclusive; / = no result given; & = joins results of further samples.

SMILES	Mcl-1 Bim block	HRas wt GTP bind	Cdc42 wt GTP	Pf gametocyte	Rac1 wt GTP bind	Rac1 mut GTP	Mcl1 Bid PPI	Mcl1-Noxa inh	Rab7 wt GTP bind	RGS8-Gao	Rab2 wt GTP
Cc1sc2c(c1C)CN(CCN1CCOCC1)CN2C(=O)c1ccccc1	1	96	96	0	96	95	-19	3	94	99	97
COc1cccc(CNC(=O)Cn2cc3c(n2)CCCCC3)c1	-3	98	99	/	102	99	-19	19	98	102	98
CC(Nc1c([N+](=O)[O-])c(=O)oc2ccccc12)C(Cl)c1ccccc1 (stereo not given)	-3	100	98	/	103	98	-1	/	101	97	99
CC(C)(C)NC(=O)CN(Cc1cccs1)C(=O)CNS(=O)(=O)c1ccccc1	-1	103	101	6	99	97	-18	4	105	104	104
COc1ccc(Nc2ncc(F)c(N3CCOCC3)n2)cc1	0	98	95	-4	96	96	-61	-5	104	98	99
CN1CCN(C2=Nc3c(Cl)cc(Cl)c4cccc2c34)CC1	0	98	93	21	99	94	3	35	104	97	94
Cc1c(N2C(=O)C(=O)/C(=C(/O)c3ccc(Cl)cc3)C2c2ccccc2)c(=O)n(-c2ccccc2)n1C (stereo not given)	0	99	102	/	101	100	-13	18	98	101	98
CC(C)(C)OC(=O)COc1cc(O)c2c(=O)cc(-c3ccccc3)oc2c1	17	98	99	-1	103	98	0	12	100	90	99
S=C1NC2(CCCCC2)N=C1c1ccccc1	-7	102	104	-6	106	100	-3	-17	106	99	104
NC(=O)NNc1ncc(C(F)(F)F)cc1Cl	-1	100	95	9	98	96	-12	-13	105	103	100
O=S1(=O)c2ccccc2N=NN1Cc1cc(Cl)cc(Cl)c1	-3	101	103	/	100	96	49	99*	100	102	100
O=C(CSc1nc2c(c(=O)n1-c1ccc(F)cc1)SCC2)N1CCCC1	0	103	103	/	103	99	-39	-2	103	99	103
CC(Oc1ccc(NC(=O)c2ccco2)cc1)C(=O)N1c2ccccc2CC1C (stereo not given)	6	100	100	/	106	101	5	6	98	133	101
Cc1cccc(C)c1Nc1nc2ccccc2o1	0	101	99	/	106	103	2	9	100	102	101
O=C(COc1ccc(S(=O)(=O)NCCc2ccccc2)cc1)N1CCCC1	-3	98	97	/	97	92	-37	-17	98	103	99
COc1ccccc1NS(=O)(=O)c1ccc(/C=C/C(=O)O)cc1	-1	97	96	-5	94	95	-13	3	103	101	98
Cc1nc(Sc2ccccc2)c(C#N)cc1-c1ccccc1	-1	101	100	/	98	101	-17	-17	94	91	103
CC(C)Oc1ccc(C(=O)Nc2ccc(N3CCCC3)cc2)cc1	-6	98	99	/	102	97	-13	50	99	103	98
O=C(c1n[nH]c2ccccc12)N1CCN(c2ccc(F)cc2)CC1	0	95	91	-5	96	93	-32	13	97	105	96
O=C(c1nsc(Cl)c1Cl)N1CCCCC1	-1	100	101	/	102	97	-20	4	94	99	95
C/C(=N\NC(=S)NCCc1ccccc1)c1ccc(C#N)cc1	-4	102	108	11	105	100	-8	-5	101	108	103
COc1ccc(-c2ccc(OC)cc2)cc1	-1	103	103	/	104	97	-2	-2	99	/	102
CC(=O)NS(=O)(=O)c1ccc(N=NN2CCCCC2)cc1	-1	101	101	9	107	99	-28	-8	98	108	101
Cc1cc(N2CCOCC2)nc(N2CCOCC2)n1	-1	99	101	11	102	99	-83&-8	-4&4	102	99&99	98
Cc1cc2c(ncn2C(C)C)c(N)c1C	1	98	99	6	99	97	-138	-10	95	102	97
Cc1ccc(S(=O)(=O)N2CCCC2c2nc3ccccc3s2)cc1 (stereo not given)	-3	103	104	13	102	99	11	2	94	100	102
Cc1noc(C)c1C(=O)OCC(=O)NCCc1ccc(Cl)cc1	-2	99	96	-4	100	96	-30	14	98	97	95
C=CCN(CC=C)CCOc1ccccc1[N+](=O)[O-]	-3	100	97	5	100	98	32	30	99	96	100
O=C(CCCN1C(=O)/C(=C\c2cccs2)SC1=S)Nc1cccc(C(=O)O)c1	0	96	98	/	98	93	-19	15	98	106	95
COc1cccc(CNC(=O)c2cc3ccccn3n2)c1	0	97	99	/	100	96	-17	0	92	103	97
CC1Cc2ccccc2N1C(=O)CSc1nnnn1C (stereo not given)	1	96	96	/	96	96	-18	7	93	94	96
O=C(Nc1c2ccccc2nc2ccccc12)C(Cl)(Cl)Cl	3	99	97	/	95	95	53*	43	97	100	98
CC(C(=O)NCc1ccco1)c1ccc([N+](=O)[O-])cc1 (stereo not given)	0	103	99	-32	102	98	-23	-6	109	99	102
Cn1c(=O)cc(SCC(=O)NCc2cccnc2)c2ccccc21	-6	98	101	/	104	99	0	4	98	102	98
CCCC(CCC)=NNC(=O)CN(Cc1ccccc1)S(=O)(=O)c1ccccc1	-5	98	96	/	97	97	-7	19	99	98	100
CCN(CC)CCNC(=O)c1cn(CC)c2ccc(S(=O)(=O)N(C)C)cc2c1=O	-3	97	99	/	100	95	22	9	96	100	97

Retrieved by structure from above, 2 records:
SMILES	Mcl-1 Bim block	HRas wt GTP bind	Cdc42 wt GTP	Pf gametocyte	Rac1 wt GTP bind	Rac1 mut GTP	Mcl1 Bid PPI	Mcl1-Noxa inh	Rab7 wt GTP bind	RGS8-Gao	Rab2 wt GTP
O=C(Nc1c2ccccc2nc2ccccc12)C(Cl)(Cl)Cl	3	99	97	/	95	95	53*	43	97	100	98
CCN(CC)CCNC(=O)c1cn(CC)c2ccc(S(=O)(=O)N(C)C)cc2c1=O	-3	97	99	/	100	95	22	9	96	100	97

Next entries:
SMILES	Mcl-1 Bim block	HRas wt GTP bind	Cdc42 wt GTP	Pf gametocyte	Rac1 wt GTP bind	Rac1 mut GTP	Mcl1 Bid PPI	Mcl1-Noxa inh	Rab7 wt GTP bind	RGS8-Gao	Rab2 wt GTP
Cc1cc(C(=O)COC(=O)C2=NN(c3ccccc3)C(=O)CC2)c(C)n1CC(F)(F)F	-1	98	100	3	99	97	-24	2	94	99	97
c1ccc2c(CNCCN3CCOCC3)cccc2c1	0	103	101	-7	105	100	18	20	96	89	102
COc1ccc(Nc2nc(Cl)nc(NCc3ccco3)n2)cc1	-2	103	103	/	108	98	3	-10	105	98	104
O=C(NCCc1ccccc1)C(=O)N/N=C/c1ccccc1C(F)(F)F	7	?	?	/	?	?	-5	-3	?	100	?
O=C(N/N=C/c1cccnc1)c1ccccc1[N+](=O)[O-]	-3	103	102	-1	105	101	-3	11	102	103	104
CN1CCN(C(=O)CCCOc2ccc(Cl)cc2Cl)CC1	0	106	107	-23	107	99	-33	2	106	109	104
CCN(CC)C(=O)c1ccc2nc(-c3ccccc3)c(-c3ccccc3)nc2c1	2	101	103	29	103	100	8	-4	99	103	100
CC1(C)CC(=O)C=C(NCCO)C1	0	98	97	/	97	97	-52	-25	98	101	97
COC(=O)c1sccc1NC(=O)CSc1ccccc1NC(=O)CNC(C)C	0	99	95	-6	101	97	-17	15	99	105	95
CCc1cccc(C)c1NC(=S)N1CCCC1C(=O)O (stereo not given)	-5	97	99	2	103	98	-50	-3	96	102	98
CCOC(=O)CCC(=O)OCC(=O)NC(C)C1CC2CCC1C2 (stereo not given)	-7	99	104	/	107	100	-14	4	99	100	100
O=C(CCN1CCN(Cc2ccccc2)CC1)Nc1ccc(OCc2ccccc2)cc1	-6	88	98	23	102	96	-54	-7	87	106	90
Cc1cc(C)nc(CCNC(=O)c2cc(COc3ccc(F)cc3F)on2)n1	-2	97	99	-6	102	95	-1	9	105	104	99
Cc1ccc(NC(=O)COc2ccc(S(=O)(=O)N3CCOCC3)cc2)cc1	-1	101	103	-2	100	99	-20	10	100	99	101
O=C(NCc1ccco1)c1ccc(Oc2ccccc2)cc1	0	103	107	-15	105	97	-39	6	106	102	102
Cc1ccccc1NS(=O)(=O)c1cc(C(=O)N2CCCC2)ccc1C	-3	100	101	/	101	101	-16	3	99	101	99
COc1ccc(/C=C/C(=O)NCc2nc3ccccc3[nH]2)cc1OC	0	96	96	-4	94	94	-31	-60	101	101	97
COc1ccc(C(=O)CN2C(=O)NC3(CCCc4ccccc43)C2=O)cc1OC (stereo not given)	-4	103	100	-35	105	101	-7	11	97	106	100
O=C(NCc1ccco1)c1nc2ncccn2n1	-2	100	103	/	102	99	-16	20	99	100	101
CN(C(=O)CO/N=C/c1ccc(OC(F)F)cc1)C1CCS(=O)(=O)C1 (stereo not given)	0	98	97	-12	100	95	0	-2	107	100	97
COc1ccc(C(=O)Nc2nc3ccccc3c(=O)[nH]2)cc1	1	94	96	/	98	94	-2	-17	93	93	93
Cc1nnc(C)n1/N=C/c1cccc(Oc2ccccc2)c1	-2	101	105	15	107	102	-9	-3	100	100	105
CCOC(=O)CN1C(=O)S/C(=C/c2cc(C)n(-c3ccccn3)c2C)C1=O	-2	102	101	24	105	99	2	0	105	92	100
O=C(NC(=S)Nc1cccc2cccnc12)c1ccccc1	3	103	102	/	103	100	-14	16	101	102	100
Cc1ccc(-n2c(C)nnc2SCC(=O)N2CCc3ccccc3C2)cc1C	0	100	101	/	99	98	-18	19	98	103	101
COc1ccc(-c2csc(NC(=O)c3ccoc3C)n2)cc1	1	95	97	-2	98	95	-25	20	103	100	100
COc1cc(SC)ccc1C(=O)N1CCCCCC1	-3	101	103	/	106	99	-14	0	103	101	103
Cc1ccc(SCCNC(=O)c2ccc(C)c([N+](=O)[O-])c2)cc1	-1	94	92	/	88	91	-6	/	94	100	92
CCOc1cccc(-c2nnc3sc(-c4cccs4)nn23)c1	-3	96	96	-1	100	97	2	-22	98	104	95
CC(C)On1c(SC(C)C)nc2ccccc2c1=O	-3	98	98	/	96	96	0	24	100	100	98
CC1(C)CC(=O)C(C(c2cccnc2)C2C(=O)CC(C)(C)CC2=O)C(=O)C1	-30	104	104	11	105	100	69*	-5	102	101	99
CCC(C)NS(=O)(=O)c1ccc(F)c(C(=O)Nc2c(F)cc(F)cc2Br)c1 (stereo not given)	-2	103	101	/	103	102	-7	10	96	100	98
Cn1sc(NC(=O)c2ccc(Cl)cc2)nc1=O	-1	97	97	-12	94	95	4	-1	101	98	94
O=C(c1ccco1)N1CCn2cccc2C1c1ccccc1 (stereo not given)	-2	95	94	2	95	94	-58	0	98	102	97
Brc1ccc(-c2nnc3sc(CNC4CCCC4)cn23)cc1	0	101	100	/	105	96	-2	6	102	103	99
CC(OC(=O)c1ccc(NS(=O)(=O)c2cccs2)cc1)C(=O)N(C)C1CCCCC1 (stereo not given)	-3	98	104	16	102	98	9	18	99	102	97
Nc1cc(=O)[nH]c(SCC(=O)Nc2ccccc2-c2ccccc2)n1	-3	98	98	-28	101	96	-28	-5	105	97	99
CCOC(=O)c1[nH]c2ccccc2c1NC(=S)Nc1ccccc1C	-3	98	98	/	102	96	-24	12	104	108	99
N=c1ccn(Cc2ccc(Cl)cc2)cc1	-2	102	104	21	104	101	-1	6	101	98	102
